Assay outcomes (PubChem BioAssay)
CAL PDZ FP-1: untagged CAL PDZ binding inhibitors, primary screen, biochemical, fluorescence polarization, HTS | AID 602252, 2012 | Golgi-associated PDZ and coiled-coil motif-containing protein (Homo sapiens), Q9HD26 | inhibition, % at 24.9 µM | 300,000 tested, 0.92% active | purified CAL PDZ, TMR-peptide fluorescence polarization, 1 h;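 active means mean inhibition of at least 30% with at least half of replicates also reaching 30%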;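 further: 0% = DMSO neutral control and 100% = excess unlabeled competitor peptide PRC23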
C-LANA FP: inhibitors of KSHV C-LANA binding to DNA, primary screen, biochemical, fluorescence polarization, FAM-LBS DNA, MBP-C-LANA, single point; 340,000 tested, 0.078% active; Kaposi's sarcoma herpesvirus LANA C-terminal domain (residues 932-1162) DNA binding; inhibition, % at 9 µM;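 active means highest replicate inhibition at or above 60% at 9 µM, even if other replicates fall short; inactive means all replicates below 60% inhibition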;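 further: 0% = neutral control wells and 100% = 4 µM acridine orange control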
RTF Ca sens inh: cardiac RTF calcium sensitivity inhibitors, primary screen, biochemical, IANBD-TnC fluorescence, EC70 calcium; Troponin I, cardiac muscle (Homo sapiens) + Troponin T, cardiac muscle (Homo sapiens) + …; IANBD-labeled cardiac RTF, Ca2+ fluorescence; inhibition, % at 7.15 µM; 340,000 tested, 0.12% active; AID 493244, 2011;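 active means inhibition above the mean inhibition of all tested compounds plus 3 SD, cut at about 17% in these data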;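 further: assay run at fixed EC70 calcium of 1.6 mM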
Rtt109 Vps75: inhibitors of C. albicans Rtt109/Vps75 HAT, primary screen, biochemical, ThioGlo CoA-SH fluorescence, plate reader; purified Rtt109/Vps75, 4 h; Histone acetyltransferase RTT109 (Candida albicans (strain SC5314 / ATCC MYA-2876)), …; 330,000 tested, 0.16% active; inhibition, % at 34.9 µM;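 active means inhibition of at least 50% in every replicate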
CAL PDZ FP-2: CAL PDZ peptide-binding inhibitors, primary screen, biochemical, fluorescence polarization, Cer-tagged CAL PDZ, HTS. Golgi-associated PDZ and coiled-coil motif-containing protein (Homo sapiens), Q9HD26. purified CAL PDZ, TMR-peptide fluorescence polarization, 1 h. inhibition, % at 20 µM. 330,000 tested, 0.02% active. AID 504414, 2011;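 active means highest replicate inhibition of at least 40%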;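 further: plate controls were DMSO neutral control wells for no effect and unlabeled competitor peptide control wells for full effect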
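Read-out basis: mP drop reported as inhibition | Assay system: Tagged CAL PDZ protein CerCALP, purified | Benchmarks: Unlabelled peptide for full inhibition, DMSO wells as neutral | Schedule: 1 h incubation at room temperature before polarization reading | Buffer or medium: Sodium phosphate/NaCl buffer pH 7.4 with TCEP, IgG, Thesit | Doses: Single point, 20 µM | Measured by: Fluorescence polarization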
RTF Ca sens act: cardiac RTF calcium sensitivity activators, primary screen, biochemical, IANBD-TnC fluorescence, EC20 calcium; IANBD-labeled TnC RTF fluorescence at EC20 calcium; 0% EC20 calcium, 100% full calcium; 340,000 tested, 0.24% active; activation, % at 7.2 µM;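 active means activation above the mean over all tested compounds plus 3 SD, cut at about 30% in these data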;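 further: rise in fluorescence read as greater calcium sensitivity of cardiac thin filaments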
Keap1 Nrf2 FP: Keap1-Nrf2 protein-protein interaction inhibitors, primary screen, biochemical, fluorescence polarization, single point | Kelch-like ECH-associated protein 1 (Homo sapiens), Q14145 | Keap1 Kelch-Nrf2 peptide fluorescence polarization, 1536-well | inhibition, % at 9.4 µM | 340,000 tested, 0.15% active; in the data active means inhibition above about 12%;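 further: human Keap1 Kelch domain with fluorescein labeled Nrf2 9mer peptide probe; 0% = neutral control wells and 100% = peptide positive control; higher means more block of Keap1 binding to Nrf2 peptide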
PKA-R2B act: activators of PKA-R2B holoenzyme, primary screen, biochemical, fluorescence polarization, Cy5-IP20, human; cAMP-dependent protein kinase catalytic subunit beta (Homo sapiens) + cAMP-dependent …; PKA-R2B holoenzyme dissociation; R2B truncated from residue 108, S112A mutant; 0% DMSO only, 100% 113 µM cGMP; activation, % at 11.4 µM; 340,000 tested, 0.079% active; AID 504700, 2011;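 active means activation above a cutoff set at the mean over all compounds plus 3 SD, cut at about 18% in these data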;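 further: higher means more holoenzyme dissociation and a rise in polarization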
Target sequence (P31323 whole entry, looked up, other chains not shown, the tested form may be a part): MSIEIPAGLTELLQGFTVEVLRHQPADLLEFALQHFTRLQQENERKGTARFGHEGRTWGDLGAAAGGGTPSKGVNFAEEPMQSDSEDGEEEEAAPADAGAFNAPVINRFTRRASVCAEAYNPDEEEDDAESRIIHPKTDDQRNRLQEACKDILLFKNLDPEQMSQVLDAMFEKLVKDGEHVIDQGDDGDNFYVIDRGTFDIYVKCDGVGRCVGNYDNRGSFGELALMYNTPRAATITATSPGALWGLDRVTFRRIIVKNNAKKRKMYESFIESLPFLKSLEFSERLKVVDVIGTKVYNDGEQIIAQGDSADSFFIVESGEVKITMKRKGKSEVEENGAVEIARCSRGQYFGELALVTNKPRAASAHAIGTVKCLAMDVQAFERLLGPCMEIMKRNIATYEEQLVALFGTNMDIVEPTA
DAGLB inh: DAGLB lipase inhibitors, primary screen, biochemical, fluorescence, HTS | Diacylglycerol lipase-beta (Homo sapiens), Q8NCG7 | HEK293T DAGLB membrane lysate, EnzChek fluorogenic substrate | inhibition, % at 5.17 µM | 340,000 tested, 0.059% active | AID 504411, 2011; in the data active means inhibition above about 34%;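 further: 0% = enzyme with vehicle and 100% = wells lacking enzyme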
Target sequence (Q8NCG7 whole entry, looked up): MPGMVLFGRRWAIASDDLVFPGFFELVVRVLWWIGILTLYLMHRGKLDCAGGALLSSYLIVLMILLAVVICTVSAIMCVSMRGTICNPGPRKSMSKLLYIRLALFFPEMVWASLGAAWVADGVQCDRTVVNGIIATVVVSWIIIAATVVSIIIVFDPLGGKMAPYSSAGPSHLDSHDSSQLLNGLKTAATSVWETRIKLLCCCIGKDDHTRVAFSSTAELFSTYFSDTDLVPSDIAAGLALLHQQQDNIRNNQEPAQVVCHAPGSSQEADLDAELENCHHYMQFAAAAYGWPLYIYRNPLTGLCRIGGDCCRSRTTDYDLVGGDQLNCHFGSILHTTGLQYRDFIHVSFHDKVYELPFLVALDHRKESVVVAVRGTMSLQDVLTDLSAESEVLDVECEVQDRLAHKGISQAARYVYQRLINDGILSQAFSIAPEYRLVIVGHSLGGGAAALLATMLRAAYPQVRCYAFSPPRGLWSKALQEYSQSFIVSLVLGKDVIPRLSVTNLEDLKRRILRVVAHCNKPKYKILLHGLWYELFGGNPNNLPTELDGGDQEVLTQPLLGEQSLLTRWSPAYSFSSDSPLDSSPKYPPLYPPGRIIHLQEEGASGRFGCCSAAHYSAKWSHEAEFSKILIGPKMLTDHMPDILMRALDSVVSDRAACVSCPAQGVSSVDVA
SR-BI DiI-HDL act: activators of SR-BI mediated DiI-HDL uptake, primary screen, ldlA[mSR-BI] CHO cells, DiI fluorescence; 3 h; 100 = double the neutral-control signal; activation, % at 12.5 µM; 320,000 tested, 0.096% active; AID 504775, 2011;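 active means mean replicate activation of at least 60% and every replicate at or above 60%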;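 further: 0% = median plate neutral-control signal and 100% = twice that signal; values of inactives mirror those of a sister screen read the other way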
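Material: SR-BI-overexpressing, LDLR-lacking CHO cells; schedule: compound exposure 3 h, 37 °C; reagent: DiI-labelled HDL at 10 µg/mL final; technique: bottom-read fluorescence, 550/595 nm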
The depositor's hits bear a star; . = not tested or not shown.

SMILES	CAL PDZ FP-1	C-LANA FP	RTF Ca sens inh	Rtt109 Vps75	CAL PDZ FP-2	RTF Ca sens act	Keap1 Nrf2 FP	PKA-R2B act	DAGLB inh	SR-BI DiI-HDL act
Cc1cccc(C=CC(=O)c2ccc(Cl)cc2)c1	-6	-0.4	-5	-3	0.1	0	4	-5	-15	-1
COc1ccc(S(=O)(=O)N2CCCC2CNC(=O)C(=O)Nc2ccc(C)cc2)cc1 (stereo unspecified)	-6	-1.2	-4	8	-3.2	-3	-10	2	2	-47
CCOc1ccccc1CN1CCN(Cc2cc3ccccc3[nH]2)CC1CCO (stereo unspecified)	4	0.8	6	8	-0.6	4	-1	-4	3	-5
Cn1c(SCC(=O)N2c3ccccc3Sc3ccc(Cl)cc32)nnc1-c1ccco1	-1	-1.2	-12	.	-3.6	4	4	-5	3	-18
CC(C)(C)n1ncc2c(=O)n(CC(=O)Nc3ccc4c(c3)OCCO4)cnc21	-5	-0.8	-3	17	-1.3	1	-2	5	-2	24
O=C(O)c1cccc2c1-c1ccccc1/C2=N\Nc1ccccc1	19	-0.9	8	.	0.8	5	-3	-14	5	18
O=C1c2nccnc2C(=O)N1Cc1ccccc1	-3	-1.5	-7	10	-2.0	-2	-4	-10	-1	33
Clc1ccc(CN2CCN(/N=C/c3ccco3)CC2)cc1	-4	0.6	2	3	-0.2	-1	-1	8	-15	-8
CCN(CC(=O)Nc1ccc(OC)cc1)C(=O)c1ccccc1Sc1ccccc1C#N	-3	-3.0	-4	0	-4.0	-3	-6	3	-1	2
Cc1cc(C)n2nc(SCn3nnc4ccccc4c3=O)nc2n1	1	-0.8	-10	6	-1.1	13	-5	4	1	31
CCn1c(CNC(=O)c2ccco2)nnc1SCC(=O)c1ccccc1	0	15	-8	-6	-3.4	6	0	-4	2	13
O=C(COc1ccccc1-c1ccccc1)N/N=C/c1ccncc1	4	3.3	-8	10	-0.3	-2	1	-10	0	-18
Cc1ccc(/C=C/C(O)=C2/C(=O)N(C)C3(C)CC2c2ccccc2O3)cc1 (stereo unspecified)	-4	1.4	8	13	0.7	4	-4	2	-10	-29
CCOC(=O)C1CCN(c2nc3cc(OC)ccc3cc2C#N)CC1	-6	1.3	-6	-4	.	-1	1	-3	-6	14
Cc1[nH]n(C2=NCCS2)c(=O)c1N=Nc1cccc(C(F)(F)F)c1	-4	0.3	-16	.	-0.7	0	4	-7	3	-27
Cc1cc(=O)oc2cc(OCC(O)CN3CCN(c4ccc(F)cc4)CC3)ccc12 (stereo unspecified)	-1	0.6	2	-13	-0.7	4	1	-8	0	-29
C/C(N)=C(/C#N)C(=O)CSc1nnnn1-c1ccccc1	-1	1.0	-6	-1	0.5	-1	-2	9	0	18
COc1cnc(-c2ccccn2)nc1NC(C)C	2	-0.9	-6	.	-0.6	-2	4	7	-1	19
O=C(COc1ccc2c(c1)OCO2)NCc1cccs1	-3	-0.3	3	-6	-0.6	-4	0	-3	-2	-1
O=C(Cn1nc(C(=O)O)c2ccccc2c1=O)Nc1ccc(Br)cc1	-1	0.2	-1	8	-1.6	-9	-4	-2	-2	.
Cc1ccc(S(=O)(=O)C2(C(=O)NC3CCCC3)CC2)cc1	-4	-0.8	-10	3	-0.2	2	-6	0	-4	-4
COc1ccc(S(=O)(=O)CC(=O)Nc2ccccc2Cl)cc1	3	-3.0	-6	-1	-0.5	-5	-1	-4	-1	12
S=C1NCCOCCOCCOCCNC(=S)NCCOCCOCCOCCN1	0	0.2	-20	0	-3.0	5	0	13	-5	7
Nc1c(NCCN2CCOCC2)c2ccccc2oc1=O	-1	2.4	0	2	-0.1	4	-2	4	-1	-7
CCSc1nc2sc3c(c2c(=O)n1CC)CC(C)(C)OC3	-1	0.2	-7	-8	-0.4	2	-1	-10	-9	15

New compounds follow:
SMILES	CAL PDZ FP-1	C-LANA FP	RTF Ca sens inh	Rtt109 Vps75	CAL PDZ FP-2	RTF Ca sens act	Keap1 Nrf2 FP	PKA-R2B act	DAGLB inh	SR-BI DiI-HDL act
CCOC(=O)/C(C#N)=C1\Nc2ccccc2N=C1N(CC(C)C)CC(C)C	0	4.1	-17	-2	-0.4	-20	-4	3	-18	-37
CN1CCN(C(=S)Nc2cc(S(=O)(=O)N3CCOCC3)ccc2Cl)CC1	-3	-0.4	4	1	-0.6	1	-5	-2	-1	44
Clc1ccc2c(c1)C=Nc1c(NCc3ccccc3)ncnc1O2	0	0.0	-2	6	-1.2	-3	0	-6	-5	0
O=C(NCCC1=CCCCC1)c1ccc(F)cc1	-1	5.5	-14	-30	-1.1	6	1	-4	-1	2
O=C1C2CC=CCC2C(=O)N1Cc1ccccc1 (stereo unspecified)	-2	1.1	3	2	0.8	-6	-1	-2	-1	8
C=CCn1c(C)c(C(C)=O)c(N2CCN(C(c3ccccc3)c3ccccc3)CC2)nc1=S	0	-1.6	-5	16	-4.1	5	-5	3	-2	-3
CCc1c(C)nc2ncnn2c1NCCc1ccc(Cl)cc1	-3	0.6	-21	-5	-4.5	-1	-1	-7	-2	-31
COc1ccc(S(=O)(=O)NNC(=O)c2sccc2-n2cccc2)cc1	-2	-2.3	0	-3	-0.4	-3	-2	-4	1	3
CCS(=O)(=O)c1nc(S(=O)(=O)c2ccc(Cl)cc2)c(N2CCC(C(N)=O)CC2)s1	.	-0.1	-8	13	-1.2	8	3	0	-2	9
Cc1ccc(C)c(NC(=O)CCC(=O)NNS(=O)(=O)c2ccc(Cl)cc2)c1	-8	-1.0	1	1	0.3	-4	-7	10	-1	0
CC(=O)Nc1ccc(C(=O)NC(CC(=O)O)c2ccc(Cl)cc2)cc1 (stereo unspecified)	.	-1.9	0	3	-0.9	-7	3	1	1	2
Cc1c(C(=O)NCC2CCCO2)sc2nc(-c3ccccc3)cn12 (stereo unspecified)	-2	-0.9	-3	-3	-1.9	2	-5	5	-1	-23
COc1ccccc1OCCNC(=O)c1ccc(C)c(S(=O)(=O)N2CCOCC2)c1	0	0.7	6	4	-2.7	0	-3	-12	1	-8
COc1cc(/C=N/S(=O)(=O)CCc2ccccc2)cc(OC)c1O	0	-0.8	6	43	-3.0	5	1	-1	-1	43
O=C(Nc1ccc(F)cc1)N1CCC(c2nc3c(nnn3Cc3ccccc3Cl)c(=O)[nH]2)CC1	-1	0.3	-9	-8	.	-3	2	-5	0	-22
COc1ccc(C(=O)N(Cc2ccccc2)c2cccc(C)c2)cc1	1	0.1	0	10	-1.0	-2	-3	6	-8	7
CCN(C[C@H]1N[C@@](Cc2ccccc2)(C(=O)OC)[C@H]2C(=O)N(Cc3ccccc3)C(=O)[C@@H]12)C(=O)c1ccccc1	2	-0.4	0	-1	1.0	-7	1	-2	-1	7
CCCCOc1cccc(C(=O)Nc2ccc(S(=O)(=O)Nc3nnc(CC)s3)cc2)c1	-8	1.6	-7	29	-0.7	-3	-1	-17	6	-12
O=c1cc(C2CCCCC2)[nH]c(=O)[nH]1	-1	2.1	-6	0	-1.1	2	6	-3	0	20
Cc1cc(CN(C)C(=O)c2ccc3nc(Cc4ccccc4F)oc3c2)on1	-2	0.9	-7	25	-1.2	-3	-1	-6	-1	19
CCCn1c(Cc2ccccc2)nnc1SC(C)C(=O)NC1CC1 (stereo unspecified)	-4	1.5	-6	3	-0.9	-1	3	-2	0	-7
CC(=O)O[C@H]1C[C@@]2(O)[C@@H](OC(=O)c3ccccc3)C3[C@@](C)([C@@H](O)C[C@H]4OC[C@@]34OC(C)=O)[C@@H](O)[C@H](OC(C)=O)C(=C1C)C2(C)C (stereo partly specified)	1	-0.7	4	3	0.7	4	-1	-2	0	18
CN(C)c1cccc2c1c(NC(=O)Nc1ccc(F)cc1F)nn2C	3	0.5	2	-3	-0.3	0	0	3	-4	-27
CCc1ccc(NC(=O)C(C)Oc2nnc(-c3cccs3)c(-c3cccs3)n2)cc1 (stereo unspecified)	-2	-2.4	7	-2	-0.8	-1	0	1	2	-24
O=C(N/N=C/c1cc2cc3c(cc2nc1Cl)OCO3)c1ccncc1	-5	-0.3	0	-1	1.1	11	-9	-17	1	-12

(further entries)
SMILES	CAL PDZ FP-1	C-LANA FP	RTF Ca sens inh	Rtt109 Vps75	CAL PDZ FP-2	RTF Ca sens act	Keap1 Nrf2 FP	PKA-R2B act	DAGLB inh	SR-BI DiI-HDL act
O=C(NCCc1ccccc1F)c1ccc2c(c1)OCCO2	47*	-2.9	1	-6	-0.7	3	2	-4	3	-6
O=C(NCc1ccc2c(c1)OCO2)C1CCN(c2ccc(S(=O)(=O)N3CCCC3)cc2)CC1	.	-1.4	-4	-1	-2.2	4	0	-12	3	-44
CCOc1ccc(S(=O)(=O)NCCC(=O)NC2CCC(C)CC2)cc1 (stereo unspecified)	-22	-0.5	-3	0	0.1	0	-2	-5	-2	8
Cc1oc(-c2ccccc2F)nc1CS(=O)(=O)CC(=O)NCCCN1CCN(C)CC1	-3	0.6	-14	-11	-2.0	0	2	2	0	8
CSc1ccccc1C(=O)NCCS(=O)(=O)N1CCN(c2ccc(F)cc2)CC1	.	-1.5	-2	-6	-0.1	-3	-2	-14	2	-23
O=c1cc(O)nc(-c2ccccc2)s1	-1	-0.2	-1	-13	-0.1	4	1	-2	2	37
CC1CCCN(C(=O)c2ccc(NS(=O)(=O)c3ccc4[nH]c(=O)[nH]c4c3)cc2)C1 (stereo unspecified)	-10	-1.7	-19	2	-0.9	-1	-3	-9	0	-19
CCn1c(/C=C/N(C)c2ccccc2)[n+](CC)c2ccc(Cl)cc21	-14	-1.1	-9	36	-1.6	-3	2	-7	2	5
COc1cc(/C=C/C(=O)OCC(=O)Nc2ccc(S(N)(=O)=O)cc2)ccc1O	-2	0.3	-3	-5	-2.9	-2	3	10	0	.
